JMJD2A Tudor: qHTS Assay for Inhibitors of JMJD2A-Tudor Domain; Lysine-specific demethylase 4A (Homo sapiens), O75164; AlphaScreen JMJD2A-Tudor / H3K4me3 peptide binding; Potency, µM (titrated, usually from 114 µM), without a hit: at the top dose activity change, negative = inhibition, most hits filed as inhibitors; 390,000 tested, 4.4% active; AID 504339, 2011; also: % is scaled to controls: 0 for no effect and ±100 for the full control effect; nearly all actives have a fitted effect of over 50% in size
HP1b binding inh: HTS for Inhibitors of HP1-beta Chromodomain Interactions with Methylated Histone Tails. Chromobox protein homolog 1 (Homo sapiens), P83916. AlphaScreen HP1-beta / biotin-H3K9me3 peptide binding. 390,000 tested, 0.56% active. Potency, µM (series often up to 114 µM), inactives show at the highest dose activity change, negative = inhibition, actives largely listed as inhibitors; also: nearly all actives have a fitted effect of over 70% in size; inactives centre near 23
Target sequence (P83916 whole entry, looked up): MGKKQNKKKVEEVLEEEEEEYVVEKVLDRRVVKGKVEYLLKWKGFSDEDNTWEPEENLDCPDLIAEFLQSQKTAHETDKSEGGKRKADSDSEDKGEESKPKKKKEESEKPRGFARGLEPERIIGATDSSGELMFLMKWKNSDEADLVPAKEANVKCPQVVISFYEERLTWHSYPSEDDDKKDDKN
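HP1-beta protein (50 nM final) preincubated 30 min at room temperature with biotinylated H3(1-18)K9me3 peptide (50 nM) in PBS pH 7.4, 0.01% Tween-20, then compound added for 30 min. AlphaScreen streptavidin donor/nickel chelate acceptor beads (10 ug/mL final), 30 min dark, luminescence read.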
RGS4 inhibitor: Inhibitors of Regulator of G Protein Signaling (RGS) 4: qHTS; Regulator of G-protein signaling 4 (Homo sapiens), P49798; Transcreener GDP fluorescence polarization, RGS4-accelerated GTP hydrolysis; Potency, µM (series often up to 114 µM), without a hit: at the highest dose activity change, negative = inhibition, usual class: inhibitors; 390,000 tested, 0.039% active; AID 504845, 2011; also: % is scaled to controls: 0 for no effect and ±100 for the full control effect; nearly all actives have a fitted effect of over 75% in size; some results filed as inactive show a strong effect at the top dose
Target sequence (P49798 whole entry, looked up): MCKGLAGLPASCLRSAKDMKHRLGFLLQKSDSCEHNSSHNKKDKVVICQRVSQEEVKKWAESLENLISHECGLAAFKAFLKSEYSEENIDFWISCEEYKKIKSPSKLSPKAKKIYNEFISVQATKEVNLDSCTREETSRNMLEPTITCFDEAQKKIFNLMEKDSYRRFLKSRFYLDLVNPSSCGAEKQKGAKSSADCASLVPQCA
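MLSMR compounds (23 nl, pin-transferred) preincubated 10 min at room temperature with a 500nM (2x) first reagent, then RGS4 at 900nM (2x) plus Transcreener GDP mix added; fluorescence polarization (620/688 nm) read before and after 90 min at 30 °C.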
rTrxR1 inhibitor: qHTS Assay for Inhibitors of Mammalian Selenoprotein Thioredoxin Reductase 1 (TrxR1): qHTS | recombinant rTrxR1, NADPH fluorescence consumption, selenite substrate | 390,000 tested, 1% active | Potency, µM (titrated, usually from 114 µM), without a hit: at the highest dose activity change, negative = inhibition, most hits filed as inhibitors | Thioredoxin reductase 1, cytoplasmic (Rattus norvegicus), O89049; also: % is scaled to controls: 0 for no effect and ±100 for the full control effect; nearly all actives have a fitted effect of over 65% in size
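Rat TrxR1 (90 nM in the dispensed reagent) was pre-reduced with 400 uM NADPH for 5 min at room temperature, then incubated with compound for 15 min. After 400 uM selenite was added, NADPH fluorescence (Ex 340/Em 450 nm) was followed for 8 min.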
ERG-DNA inh: qHTS for Small Molecule Inhibitors of the ERG Ets/DNA interaction | fluorescence polarization, His-ERG Ets domain / labelled DNA | Potency, µM (doses to about 76.9 µM), for inactives: at the highest dose FP activity, negative = inhibition, hits mostly inhibitors | 370,000 tested, 0.028% active; active = well fitted inhibition curve with a large enough effect in the polarisation, with a control signal flat; inconclusive = small, poorly fitted or top-dose-only effect, or effect the other way, or a change in a side signal; inactive = no such curve, though single readings can be large or run the other way; the % refers to the polarisation;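 also: polarization taken with two DNA probes labelled with fluorescein and Texas red; % of control where 0% means no effect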
Target sequence (P11308 whole entry, looked up, the tested form may be a part): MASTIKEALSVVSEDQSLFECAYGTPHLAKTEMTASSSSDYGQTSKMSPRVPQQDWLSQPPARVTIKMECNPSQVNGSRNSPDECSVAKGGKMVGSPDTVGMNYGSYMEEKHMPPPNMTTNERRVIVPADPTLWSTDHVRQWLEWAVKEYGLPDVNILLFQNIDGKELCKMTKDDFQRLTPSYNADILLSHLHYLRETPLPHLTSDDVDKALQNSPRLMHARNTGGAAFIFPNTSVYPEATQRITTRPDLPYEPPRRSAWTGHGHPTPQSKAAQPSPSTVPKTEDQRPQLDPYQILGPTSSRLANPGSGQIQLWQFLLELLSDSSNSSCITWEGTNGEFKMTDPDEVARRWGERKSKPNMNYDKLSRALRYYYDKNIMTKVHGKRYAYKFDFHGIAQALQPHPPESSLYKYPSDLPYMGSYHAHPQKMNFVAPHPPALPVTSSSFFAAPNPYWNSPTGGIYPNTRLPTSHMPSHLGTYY
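His-tagged ERG Ets domain (1 uM in the protein solution; 300mM KCl, 50mM Tris-HCl, 1mM EDTA, 1mM DTT, pH 7.5) received compound, then a probe mix of 5 nM fluorescein-DNA and 100nM Texas-615-DNA. Fluorescence polarization was read for both dyes.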
12-LOX inh: Primary qHTS assay for inhibitors of human arachidonate 12S-lipoxygenase (ALOX12): Round 2 | 580,000 tested, 1.1% active | Potency, µM (highest dose often 108 µM), for the others: at the highest dose activity change, negative = inhibition, most hits filed as inhibitors | purified 12hLO, xylenol orange hydroperoxide absorbance | AID 1671190, 2021; also: % is scaled to controls: 0 for no effect and ±100 for the full control effect
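Purified human 12hLO at 150 nM in 25 mM Hepes, 0.01% Triton X-100, pH 7.0, preincubated 15 min at room temperature with compound. Reaction started with 40 uM arachidonic acid, 30 min at room temperature. Hydroperoxide measured by Fe-xylenol orange, 573/405 nm absorbance ratio.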
GLS inhibitor: qHTS for Inhibitors of Glutaminase (GLS) | 410,000 tested, 0.21% active | Potency, µM (top dose mostly 45.5 µM), without a hit: top-dose activity change, negative = inhibition, usual class: inhibitors | GLS enzymatic activity, qHTS titration | AID 624170, 2012; also: % is scaled to controls: 0 for no effect and ±100 for the full control effect
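Human kidney-isoform GLS in 45 mM KH2PO4 pH 8.2, 0.02% Tween-20, with compound, started with 1mM L-Glutamine (added stock). Glutamate oxidase/HRP/Amplex red coupled fluorescence read at start and after 30 min at RT.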
PGK inhibitor: qHTS Assay to Find Inhibitors of Phosphoglycerate Kinase; Phosphoglycerate kinase, glycosomal (Trypanosoma brucei brucei), P07378; PGK/GAPDH coupled, Kinase-Glo luminescence, 60 min; Potency, µM (top dose mostly 57.5 µM), for inactives: at the top dose activity change, negative = inhibition, actives largely listed as inhibitors; 380,000 tested, 0.043% active; AID 602233, 2012; also: % is scaled to controls: 0 for no effect and ±100 for the full control effect; nearly all actives have a fitted effect of over 60% in size
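Luminescent ATP detection (Kinase-Glo Plus) follows a 60-minute room-temperature incubation, with wells lacking PGK as controls. Buffer: 100 mM TEA (pH 7.6), 5 mM MgCl2, 0.01% Tween-20. Coupling enzyme GAPDH (100 nM final) supplies unstable 1,3-BPG in-well.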
Pin1 inhibitor: qHTS Assay to Find Inhibitors of Pin1. Pin1 FP peptide displacement, HiFluor488, 10 min. Potency, µM (top dose mostly 115 µM), for the others: top-dose activity, negative = inhibition, hits mostly inhibitors. 390,000 tested, 0.009% active. Peptidyl-prolyl cis-trans isomerase NIMA-interacting 1 (Homo sapiens), Q13526. AID 504891, 2011; active = well fitted inhibition curve with a large enough effect in the polarisation, with a control signal flat, not every such curve was filed as active; inconclusive = small, poorly fitted or top-dose-only effect, or effect the other way, or a change in a side signal; inactive = no such curve, though single readings can be large or run the other way; the % refers to the polarisation; also: % is scaled to controls: 0 for no effect and ±100 for the full control effect
Target sequence (Q13526 whole entry, looked up): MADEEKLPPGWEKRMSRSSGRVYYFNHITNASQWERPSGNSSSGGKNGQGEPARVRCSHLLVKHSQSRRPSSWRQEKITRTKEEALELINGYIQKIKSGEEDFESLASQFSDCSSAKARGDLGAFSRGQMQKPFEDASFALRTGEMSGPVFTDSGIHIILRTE
* hit, by the source's call; i = inactive; ? = inconclusive; / = no result given; [ ] = remark or other dose. Unless noted, calls follow the shape of the dose curve; as a rule, active = well fitted curve in the direction sought with a large enough effect; inconclusive = small, poorly fitted or top-dose-only effect, or another doubt; inactive = no such curve, though single readings can be large; an effect the other way counts as inactive or inconclusive. Potency is read from the fitted curve at half-maximal effect. These rows are one share of the data. The share of hits here may be higher or lower than overall.

Assay codes – A = JMJD2A Tudor; B = HP1b binding inh; C = RGS4 inhibitor; D = rTrxR1 inhibitor; E = ERG-DNA inh; F = 12-LOX inh; G = GLS inhibitor; H = PGK inhibitor; I = Pin1 inhibitor
molecule: Cc1csc(NC(=O)C2=COCCO2)n1
  A = -12%	B = 17%	C = 19%	D = -1%	E = 3%	F = -9%	G = 8%	H = -8%	I = 4%

molecule: COc1cc(/C=N/NC(=O)CNC(=O)c2ccncc2)ccc1OC(C)=O
  A = -18%	B = 29%	C = -2%	D = 28%	E = 7%	F = 11%	G = 5%	H = i	I = -2%

molecule: O=Cc1ccc(B(O)O)cc1
  A = -4%	B = 30%	C = 25%	D = 6%	E = /	F = /	G = /	H = /	I = -5%

molecule: c1ccc(OCCCc2nc(-c3ccccn3)no2)cc1
  A = -8%	B = 32%	C = 19%	D = -1%	E = 6%	F = 308%[activator]	G = 8%	H = 3%	I = -2%

molecule: CC(=O)c1cccc(NC(=O)COC(=O)c2ccc3c(c2)OCCO3)c1
  A = -15%	B = 15%	C = -28%	D = 18%[57.1 µM]	E = 14%	F = -12%	G = -3%	H = -8%	I = 1%

molecule: CCOC(=O)c1c2c3c(c(Cl)ccc3[nH]c1=O)C(=O)c1ccccc1-2
  A = -24%	B = 4%	C = 6%	D = 5%[57.1 µM]	E = 9%	F = -10%	G = -9%	H = -12%	I = ?

molecule: O=C(c1ccncc1)N1CCN(C(=O)c2ccco2)CC1
  A = 2%	B = 32%	C = -44%	D = -9%	E = 5%	F = -3%	G = 6%	H = 0%	I = 0%

molecule: COc1cc(NCCCNC(C)C)c2nccc(C)c2c1
  A = -33%	B = 10%	C = 18%	D = -19%	E = ?	F = ?	G = 24%	H = -8%	I = -14%

molecule: COc1ccc(/C=C2\SC(=O)N(CCNC(=O)CCS(=O)(=O)c3ccc(C)cc3)C2=O)cc1
  A = ?	B = ?	C = ?	D = ?	E = 5%	F = -6%	G = 11%	H = -6%	I = 12%

molecule: CCOc1ccc(C(Nc2cccnc2)c2cc(Cl)c3cccnc3c2O)cc1 (stereo unspecified)
  A = 40µM*	B = ?	C = -96%	D = 2.8µM*	E = 6%[15.4 µM]	F = 10µM*	G = -8%	H = -3%	I = 11%

molecule: CC(=O)c1ccc(C(=O)N(CCCN(C)C)c2nc3c(C)c(C)ccc3s2)cc1
  A = ?	B = ?	C = 10%	D = -1%	E = 1%	F = 0%	G = -3%	H = -5%	I = -5%

molecule: O=CNc1ccccc1Oc1ccccc1
  A = 4%[11.4 µM]	B = -12%	C = -14%[11.4 µM]	D = 16%	E = -3%	F = ?	G = -15%	H = -11%	I = 0%

molecule: Cc1ccc(S(=O)(=O)NCC(c2ccc(N(C)C)cc2)N2CCc3ccccc32)cc1C (stereo unspecified)
  A = 7.1µM*	B = -24%	C = -9%	D = 17%[57.1 µM]	E = 0%	F = 1%	G = 11%	H = i	I = -1%

molecule: CCCNC(=O)C1(CC2CC(c3ccccc3)=NO2)CCN(C(=O)OC(C)(C)C)CC1 (stereo unspecified)
  A = -15%	B = 35%	C = -5%	D = 8%[57.1 µM]	E = -6%	F = -10%	G = -2%	H = 9%	I = -11%

molecule: O=C(CN1C(=O)C2C3CC(C(Br)C3Br)C2C1=O)N1CCN(Cc2ccccc2)CC1 (stereo unspecified)
  A = -2%	B = 28%	C = -19%	D = 1%[57.1 µM]	E = -15%	F = -1%	G = -13%	H = i	I = ?

molecule: Cc1nonc1NC(=O)CSc1ccc(-c2ccccc2)nn1
  A = -5%	B = 35%	C = -8%	D = 15%	E = -2%	F = 10%	G = -2%	H = i	I = -7%

molecule: CC(=O)NNC(=S)NC(=O)c1ccc(C)cc1
  A = 9%	B = 40%[activator]	C = -26%	D = 12%	E = -5%	F = -1%	G = 0%	H = -9%	I = -6%

molecule: N#Cc1c(N)nc(SCC(=O)C23CC4CC(CC(C4)C2)C3)c(C#N)c1-c1ccc(Cl)cc1
  A = -9%	B = 31%	C = 14%	D = 18%[57.1 µM]	E = 1%	F = 6%	G = 0%	H = 1%	I = 7%

molecule: CCOC(=O)c1ccccc1NC(=O)Cn1c(=O)n(-c2ccc(CC)cc2)c(=O)c2c(C)c(C(=O)N(C)C)sc21
  A = -17%	B = 17%	C = 13%	D = 20%[57.1 µM]	E = 5%	F = 3%	G = 2%	H = 3%	I = 1%

molecule: O=[N+]([O-])c1ccc(CSc2ccc(S(=O)(=O)N3CCOCC3)cn2)cc1
  A = -23%	B = 7%	C = -12%	D = -5%	E = 11%	F = -20%	G = -7%	H = i	I = 16%

molecule: COc1cc(NC(=S)N2CCCCC2C)c(OC)cc1Cl (stereo unspecified)
  A = -12%	B = 28%	C = -14%[56.9 µM]	D = 0%	E = -2%	F = -14%	G = 6%	H = i	I = -1%

molecule: Cc1cc(C)c(C)c(S(=O)(=O)NCc2ccncc2)c1C
  A = -12%	B = 33%[activator]	C = -19%	D = 1%[57.1 µM]	E = 3%	F = -4%	G = 9%	H = -1%	I = 2%

molecule: OC[C@@H](O)C1OC2NC(=S)OC2C1O (stereo partly specified)
  A = -5%	B = 50%[activator]	C = 3%	D = -3%	E = 2%	F = -1%	G = -4%	H = 0%	I = 7%

molecule: COC(=O)c1ccc(CS(=O)(=O)c2ccc(F)cc2)o1
  A = -17%	B = 54%[activator]	C = -19%	D = ?	E = 5%	F = 0%	G = -2%	H = -5%	I = -10%

molecule: CCCn1cnc2c(oc3ccccc32)c1=O
  A = 9%	B = 21%	C = -27%	D = 7%[57.1 µM]	E = 9%	F = -72%	G = -5%	H = 7%	I = -3%

molecule: CCC(Oc1ccc(Br)cc1Cl)C(=O)Nc1nnc(C2CC2)s1 (stereo unspecified)
  A = 9%	B = 51%[activator]	C = -41%	D = -10%	E = -9%	F = -17%	G = -1%	H = -5%	I = -6%

molecule: COCC1CCN(C(=O)C2CCC(=O)N(CCc3cccc(F)c3)C2)CC1 (stereo unspecified)
  A = -8%	B = 20%	C = -12%	D = -2%	E = -11%	F = 9%	G = 1%	H = -2%	I = -3%

molecule: CNC(=S)N(Cc1cccs1)Cc1cc2ccc(OC)cc2[nH]c1=O
  A = -3%	B = 33%	C = -6%	D = -9%	E = -16%	F = -28%	G = 9%	H = -2%	I = 1%

molecule: c1ccc(-c2nnc(SCc3cn4ccsc4n3)o2)cc1
  A = -7%	B = 15%	C = 20%	D = -11%	E = 4%	F = 0%[57.4 µM]	G = 17%	H = -4%	I = -4%

molecule: COc1ccc(CCNC(=O)/C=C/c2ccc(S(=O)(=O)N3CCOCC3)cc2)cc1
  A = -4%	B = 23%	C = 12%	D = 17%	E = -7%	F = 6%	G = 1%	H = 4%	I = -7%

molecule: COCCNC(=O)c1c(-c2ccccc2)c(-c2ccccc2)nn(C)c1=O
  A = -2%	B = 34%	C = -54%	D = 13%	E = -5%	F = -13%	G = 0%	H = i	I = 1%

molecule: Cc1[nH]nc2c1/C(=N\O)CC(C)(C)C2
  A = -11%	B = 8%	C = -31%	D = 26%[57.1 µM]	E = 16%	F = 0%	G = 25%	H = i	I = -3%

molecule: O=C(NCc1ccccn1)c1nc(-c2cccs2)no1
  A = -27%	B = 12%	C = -11%[11.4 µM]	D = 14%	E = -4%	F = -13%	G = 4%	H = -2%	I = -3%

molecule: COc1ccc(Cl)cc1-c1nc(SCC(=O)NCC2CCCO2)n[nH]1 (stereo unspecified)
  A = -10%	B = 23%	C = 2%	D = 13%	E = 11%	F = -2%	G = 4%	H = -10%	I = 1%

molecule: CC(=O)c1sc(-c2ccc(F)cc2)cc1NS(=O)(=O)c1ccccc1
  A = -8%	B = 29%	C = -36%	D = 11%	E = -5%	F = 34%[activator]	G = -2%	H = -6%	I = 1%

molecule: CN(C)S(=O)(=O)c1cccc(C(=O)NC2CCSc3ccccc32)c1 (stereo unspecified)
  A = -12%	B = 31%	C = -17%	D = 8%	E = 3%	F = 8%	G = 4%	H = 5%	I = -5%

Entries of single compounds from above:
Record of CC(=O)c1sc(-c2ccc(F)cc2)cc1NS(=O)(=O)c1ccccc1 → JMJD2A Tudor: -8%; HP1b binding inh: 29%; RGS4 inhibitor: -36%; rTrxR1 inhibitor: 11%; ERG-DNA inh: -5%; 12-LOX inh: 34%[activator]; GLS inhibitor: -2%; PGK inhibitor: -6%; Pin1 inhibitor: 1%
Record of Cc1[nH]nc2c1/C(=N\O)CC(C)(C)C2 → JMJD2A Tudor: -11%; HP1b binding inh: 8%; RGS4 inhibitor: -31%; rTrxR1 inhibitor: 26%[57.1 µM]; ERG-DNA inh: 16%; 12-LOX inh: 0%; GLS inhibitor: 25%; PGK inhibitor: i; Pin1 inhibitor: -3%
